# HTR2A ag = activates the mouse 5-HT2A serotonin receptor; CHO-K1 mHTR2A beta-arrestin complementation, luminescence; percent of 30 µM serotonin response; activation, % at 7.6 µM; 0.66% of 360,000 active;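 active means activation above a run cutoff, the mean activation of all tested compounds plus 3 SD, cut at about 14% in these data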;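 further: 0% = plate median of compound wells and 100% = 30 µM serotonin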
# Target sequence (P35363 whole entry, looked up): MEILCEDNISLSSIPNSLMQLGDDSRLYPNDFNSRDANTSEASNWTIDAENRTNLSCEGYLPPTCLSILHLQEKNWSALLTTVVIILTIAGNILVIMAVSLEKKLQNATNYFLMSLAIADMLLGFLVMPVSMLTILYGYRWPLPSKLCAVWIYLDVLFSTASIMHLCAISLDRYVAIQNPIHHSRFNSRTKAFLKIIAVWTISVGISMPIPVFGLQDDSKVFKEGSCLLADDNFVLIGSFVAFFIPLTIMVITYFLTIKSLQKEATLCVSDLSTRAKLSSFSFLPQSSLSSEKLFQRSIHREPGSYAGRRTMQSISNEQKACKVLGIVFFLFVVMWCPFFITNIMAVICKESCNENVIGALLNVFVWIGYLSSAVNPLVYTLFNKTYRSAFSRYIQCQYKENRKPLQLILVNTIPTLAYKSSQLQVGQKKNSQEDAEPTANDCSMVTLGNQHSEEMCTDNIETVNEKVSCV
# PDI inh = blocks human protein disulfide isomerase activity; AID 588391; inhibition, % at 10 µM; 0.052% of 350,000 active; PDI insulin aggregation turbidity, A650, 90 min; P07237;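 active means mean inhibition across replicates of 30% or more, whatever share of single replicates reach that level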;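 further: absorbance from insulin aggregation driven by PDI reduction with DTT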
# MC4R ag barr = agonists of human melanocortin 4 receptor (MC4R) beta-arrestin | P32245 | U2OS MC4R beta-arrestin complementation, luminescence; percent of melanotan II response, DMSO zero | activation, % at 8.9 µM | 0.98% of 360,000 active | AID 540308;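 active means activation above a per-plate cutoff, the mean activation of sample wells on that plate plus 3 SD, cut at about 8% in these data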
# Target sequence (P32245 whole entry, looked up): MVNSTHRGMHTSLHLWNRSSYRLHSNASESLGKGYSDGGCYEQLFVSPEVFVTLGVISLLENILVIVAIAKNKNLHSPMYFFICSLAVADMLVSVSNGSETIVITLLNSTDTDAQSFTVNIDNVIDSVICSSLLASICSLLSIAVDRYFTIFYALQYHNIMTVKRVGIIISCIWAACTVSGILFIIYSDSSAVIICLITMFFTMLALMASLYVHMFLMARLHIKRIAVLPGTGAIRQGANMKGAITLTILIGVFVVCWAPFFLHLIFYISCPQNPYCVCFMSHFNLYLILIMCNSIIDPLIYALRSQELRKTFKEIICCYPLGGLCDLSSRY
# H9c2 protect = modulators protecting cardiomyocytes from myocardial damage | 0.63% of 360,000 active | protection from H2O2 cell death, % at 20 µM | H9c2 cardiomyocytes, H2O2 injury protection, ATPLite, 2 h;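 active means compounds giving at least 50% protection of heart cells from peroxide-induced death in the single-dose screen, raw or plate-pattern-corrected value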;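 further: 0% = DMSO wells with peroxide and 100% = DMSO wells without peroxide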
# ABHD5 PLIN5 PPI = inhibitors of human ABHD5-perilipin-5 interaction; Q00G26+Q8WTS1; Split G. princeps luciferase complementation, luminescence, 4 h; inhibition, % at 4 µM; 0.78% of 360,000 active; AID 602281;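 active means inhibition above the mean inhibition across every tested compound plus 3 SD, cut at about 22% in these data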;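 further: 0% = DMSO only wells and the 100% control is not disclosed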
# MC4R antag cAMP = blocks human MC4R cAMP signaling. MC4R-expressing cells, MTII-stimulated cAMP, LANCE TR-FRET. inhibition, % at 6.5 µM. 0.48% of 360,000 active;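 active means inhibition above its plate's cutoff, the mean of tested wells on that plate plus 3 SD, cut at about 29% in these data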;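 further: 0% = Melanotan II alone and 100% = Melanotan II plus saturating MCL0020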
#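 Material: human MC4R-expressing U2OS cells. Probe or stimulus: Melanotan II challenge. Dosing: 6.5 µM single dose. Times: 30-min compound, 1-h challenge, 1-h detection, room temperature. Technique: TR-FRET with Eu-cAMP and labeled anti-cAMP, 671 nm. Replication: singlicate.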
# N-glyco inh = blocks N-linked glycosylation in D54 reporter cells. D54 ERlucT glycosylation luciferase reporter, 24 h; percent of 100 nM tunicamycin response. reporter increase, % at 12.5 µM. 0.23% of 360,000 active. AID 588692;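 active means mean luciferase reporter signal, scaled so untreated is 0 and the glycosylation-blocking control 100, at or above a set limit in every replicate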;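 further: luciferase carries N-glycosylation sites so blocking glycosylation raises the light; 0% = median of neutral control wells and 100% = median of 100 nM tunicamycin wells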
# CaV13 ICDI inh = Primary screen for inhibitors of IQ motif and Ca2+-dependent inactivation inhibitor domain binding in CACNA1D, Förster resonance energy transfer in living cells, …. HEK cells, CFP/YFP FRET ICDI-IQ, plate reader, 10 min; percent FRET-ratio fall versus neutral wells. inhibition, % at 12.3 µM. 0.098% of 340,000 active. AID 743397;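 active means mean replicate inhibition of at least 30% and at least 1% of replicates passing that level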;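 further: 0% = median of the neutral control wells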
# ABCB6 inh 2 = human ABCB6 transporter inhibition | Q9NP58 | K562-ABCB6 porphyrin accumulation, flow cytometry, 1 h; active compounds read low | fluorescence ratio to DMSO, % at 10 µM | 0.19% of 360,000 active | AID 602162;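 active means fluorescence ratio to DMSO below 75%, the collection mean minus 3 SD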;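 further: signal is porphyrin accumulated inside mitochondria; 100% equals median channel fluorescence of DMSO control wells; lower ratio means ABCB6 inhibition with less porphyrin fluorescence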
# Exocytosis inh = lytic granule exocytosis inhibition; TALL-104 LAMP-1 surface exposure, flow cytometry; cells stimulated with thapsigargin and PMA; inhibition, % at 10 µM; 0.66% of 360,000 active; AID 651702;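 active means inhibition above about 55%, limit read from the data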
# * hit, by the source's call; nt = no result given.
# The first 6 records (preview)
SMILES,HTR2A ag,PDI inh,MC4R ag barr,H9c2 protect,ABHD5 PLIN5 PPI,MC4R antag cAMP,N-glyco inh,CaV13 ICDI inh,ABCB6 inh 2,Exocytosis inh
CCOC(=O)CC(NC(=O)Cn1nnc(-c2ccccc2F)n1)c1ccc(OC)cc1 (centres undefined),-0.7,1.5,1.0,-11.4,-2.5,29.7*,2.4,-3.3,87.0,4.0
COC(=O)c1nn(-c2ccc(C)cc2)ccc1=O,5.7,-3.9,-4.8,-2.8,2.9,-13.1,1.9,7.2,100.0,-5.9
CC(C)CN(C(=O)c1ccc2c(c1)OCO2)C1CCS(=O)(=O)C1 (centres undefined),-3.2,3.5,-4.2,1.0,-1.2,8.6,-1.2,-5.6,96.0,6.7
CS(=O)(=O)c1ncc(Cl)c(C(=O)Nc2ccc3ccccc3c2)n1,-6.8,16.2,-5.3,-27.6,77.4*,-12.2,-21.1,-4.3,98.0,39.4
O=C(Cn1ccc2ccccc2c1=O)NCC(=O)Nc1ccc(F)cc1F,4.8,-2.4,0.1,-0.3,3.2,0.4,-0.2,-6.9,94.0,-1.8
O=C(NCCN1CCCC(O)C1)c1cc(COc2ccc(F)cc2Cl)on1 (centres undefined),-6.6,-4.8,-1.9,3.3,-2.2,1.7,-3.1,-6.8,99.0,-2.0

# All compounds of this part, from the first entry:
SMILES,HTR2A ag,PDI inh,MC4R ag barr,H9c2 protect,ABHD5 PLIN5 PPI,MC4R antag cAMP,N-glyco inh,CaV13 ICDI inh,ABCB6 inh 2,Exocytosis inh
CCOC(=O)CC(NC(=O)Cn1nnc(-c2ccccc2F)n1)c1ccc(OC)cc1 (centres undefined),-0.7,1.5,1.0,-11.4,-2.5,29.7*,2.4,-3.3,87.0,4.0
COC(=O)c1nn(-c2ccc(C)cc2)ccc1=O,5.7,-3.9,-4.8,-2.8,2.9,-13.1,1.9,7.2,100.0,-5.9
CC(C)CN(C(=O)c1ccc2c(c1)OCO2)C1CCS(=O)(=O)C1 (centres undefined),-3.2,3.5,-4.2,1.0,-1.2,8.6,-1.2,-5.6,96.0,6.7
CS(=O)(=O)c1ncc(Cl)c(C(=O)Nc2ccc3ccccc3c2)n1,-6.8,16.2,-5.3,-27.6,77.4*,-12.2,-21.1,-4.3,98.0,39.4
O=C(Cn1ccc2ccccc2c1=O)NCC(=O)Nc1ccc(F)cc1F,4.8,-2.4,0.1,-0.3,3.2,0.4,-0.2,-6.9,94.0,-1.8
O=C(NCCN1CCCC(O)C1)c1cc(COc2ccc(F)cc2Cl)on1 (centres undefined),-6.6,-4.8,-1.9,3.3,-2.2,1.7,-3.1,-6.8,99.0,-2.0
O=C1c2ccccc2N(Cc2ccc(Cl)cc2)C2=NCCN12,2.0,-4.0,-2.4,-0.4,-0.8,-4.9,2.3,1.4,97.0,-1.7
CCNc1nc(Oc2ccc(=O)[nH]n2)nc(N2CCOCC2)n1,-0.3,-14.5,1.5,-0.5,5.1,7.2,-1.7,-5.2,100.0,-3.1
CC(=O)c1ccc(OC(C)c2nc3ccccc3s2)cc1 (centres undefined),-10.5,-27.7,-0.8,-4.6,-8.1,11.5,-1.5,-7.1,99.0,13.0
O=C(O)c1cccc(NC(=S)NC(=O)C(c2ccccc2)c2ccccc2)c1,3.0,-7.1,0.3,-1.2,5.7,12.9,-1.0,-1.5,91.0,1.2
CC(C)CN1CCC(=O)N([C@H](CSc2ccc(Br)cc2)Cc2ccccc2)CC1,-10.3,-8.4,-1.9,-6.8,-3.1,16.2,-5.4,-4.5,92.0,1.7
COc1ccc(S(=O)(=O)N2CCCCC2)cc1NC(=O)C1CCCC1,3.7,-3.7,1.1,3.0,-1.8,3.2,-5.4,-6.1,92.0,2.0
O=C(Nc1ccc([N+](=O)[O-])cc1)c1ccccc1,1.0,-2.0,1.1,-0.1,-2.3,3.5,-0.4,-4.0,95.0,2.9
CCCC(=O)N1CCCC1(C)C(=O)Nc1cccc(OC(C)C)c1 (centres undefined),4.8,-4.7,0.3,-0.4,-1.6,0.5,1.4,-4.9,92.0,2.3
CCOc1ccc(N2CC(C(=O)OC)CC2=O)cc1 (centres undefined),-5.2,8.2,-2.2,-8.5,-2.2,-3.9,-0.1,-6.8,95.0,2.1
Fc1ccc(C(c2nnnn2C2CCCC2)N2CCN(Cc3ccncc3)CC2)cc1 (centres undefined),2.0,-3.4,-2.0,2.0,-0.5,-2.4,0.6,0.2,99.0,-1.0
CN(C)c1cccc(N=C2C=C(N3CCOCC3)CC(C)(C)C2)c1,0.8,6.9,0.2,8.0,3.7,8.5,3.0,0.1,91.0,-0.4
CC(=O)c1ccc(N2CCN(C(=O)CNS(=O)(=O)c3ccc4c(c3)OCCCO4)CC2)c(F)c1,5.1,-3.6,-1.6,-5.2,-2.6,3.5,-1.0,-6.1,96.0,-2.4
CC1(C)SC[C@H](C(=O)Nc2cccc(Cl)c2)N1C=O,-3.8,0.7,-3.0,-1.8,-4.3,0.2,0.6,-14.0,96.0,0.3
CCCN(CCC)Cc1cc(=O)oc2cc(C)c(Cl)cc12,-0.8,nt,nt,-1.7,3.8,nt,0.3,-3.7,103.0,-6.5
COc1ccc(OCC(O)Cn2c(=N)n(CCN3CCOCC3)c3ccccc32)cc1 (centres undefined),-5.9,-2.3,-2.2,13.9,2.0,3.2,1.1,-5.3,93.0,-1.6
COc1ccc(CNC(=O)c2c(C)cc(=O)oc2C)cc1OC,2.1,-23.9,-2.6,22.2,2.3,-0.8,0.9,nt,97.0,1.7
O=C(OCCc1ccccn1)c1cccc([N+](=O)[O-])c1,-3.0,6.9,-0.3,0.0,1.6,9.8,0.6,-6.4,105.0,-2.0
CCCC(=O)N1CCC1(C)C(=O)Nc1ccc(C)c(C)c1 (centres undefined),0.3,-1.7,-1.5,3.3,3.6,-1.9,1.7,-6.5,102.0,5.5
O=C1C2C(c3ccccc3)C=CC(c3ccccc3)C2C(=O)N1c1ccccn1 (centres undefined),0.7,9.2,2.9,3.7,12.3,-4.9,-0.6,-6.2,102.0,-5.3
Cc1nc2c(sc(=S)n2Cc2ccco2)c(=O)n1CC(=O)Nc1ccc(F)cc1,4.2,-6.0,15.2*,-10.6,3.6,12.6,2.2,-6.9,95.0,-2.5
COc1ccc(C(=O)NC(=S)NNC(=O)CNC(=O)C2CCCCC2)cc1,11.4,4.7,-1.4,0.0,-4.5,14.3,1.2,6.3,88.0,-5.5
Cc1cccn2c(NC(=O)c3cccs3)c(-c3ccccc3)nc12,5.0,-7.0,-1.6,11.3,2.2,2.4,4.6,-5.8,95.0,-1.1
COc1ccc(CNC(=O)CCn2c(=O)[nH]c3ccccc3c2=O)cc1,0.9,3.8,0.3,-1.0,-2.7,0.7,0.5,-4.2,95.0,2.0
COC(=O)c1ccc(N)c(N=CC2=C(O)CC(C)(C)CC2=O)c1,2.2,7.0,-3.1,58.1*,-6.9,4.7,-0.5,-8.8,127.0,-2.2
O=C1CSc2nc3ccccc3n21,-1.2,3.0,0.2,7.2,3.5,-2.4,1.8,-7.1,99.0,-4.1
COc1ccccc1NC(=O)C(C)OC(=O)CCSc1ccc(F)cc1 (centres undefined),-5.9,-6.2,-1.0,-4.2,4.9,5.8,1.3,-4.1,103.0,-0.4
CCC(=O)c1ccc(OCc2ccc(C(=O)OC)o2)c(OC)c1,-3.3,8.6,-0.6,2.3,-8.1,-0.2,-0.7,nt,104.0,-5.2
CN1CCCN(S(=O)(=O)c2cccc(C(F)(F)F)c2)c2nc3ccccc3nc21,-3.9,8.1,0.8,-0.9,-3.6,-3.7,-0.7,-5.2,102.0,-2.0
CCC(C)NC(=O)CSc1nc2c(sc(=S)n2Cc2ccco2)c(=O)n1-c1ccccc1 (centres undefined),1.5,-5.4,-1.9,2.1,4.2,2.4,-2.0,-4.0,100.0,0.9
CCOc1ccccc1/C=N/NC(=O)c1cccc(S(=O)(=O)N2CCOCC2)c1,-1.2,9.9,3.4,-0.4,1.2,6.8,-1.0,-2.3,103.0,-1.6
CC(=O)Nc1ccc(S(=O)(=O)N2CCN(C(=O)c3ncoc3-c3ccccc3F)CC2)cc1,-6.6,-2.4,-0.4,-8.2,5.3,21.6,0.9,-2.1,96.0,-1.0
COc1ccc(-c2cc(C(F)(F)F)nc(S(=O)(=O)CCC(=O)N3CCOCC3)n2)cc1,5.4,-1.8,1.6,-22.3,7.5,2.6,-5.4,nt,104.0,39.9
COc1ccc(N2CCN(C(=O)c3cc(=O)c4ccc(C)cc4o3)CC2)cc1,-7.8,-3.2,-0.7,0.3,5.5,-3.9,1.5,-14.2,94.0,-7.7
Cc1cc(NC(=O)CCC(=O)N(CC(=O)NC2CCCC2)c2ccc(F)c(Cl)c2)no1,-2.1,-9.8,-2.2,-6.0,-14.0,0.6,0.0,-4.5,91.0,-0.8
COC(=O)c1ccc2nc(C)cc(Nc3ccccc3C)c2c1,-0.7,14.7,-0.8,-6.0,4.8,7.6,1.4,-5.8,98.0,2.8
CC(C)OC(=O)C(C#N)c1nc2ccccc2nc1N1CCCC1 (centres undefined),-2.7,-10.9,-1.5,8.2,0.7,7.1,-0.1,nt,101.0,-2.8
OCC[C@@H]1C[C@H](O)[C@@H](O)[C@@]2(OCc3ccc4ccccc4c32)O1,-1.9,nt,nt,5.9,-2.7,nt,1.1,-10.0,92.0,-2.7
Cc1ccc(C(c2sc3ncnn3c2O)N2CCC(C)CC2)cc1 (centres undefined),-8.5,nt,-0.8,8.6,-1.9,5.0,-2.5,-3.5,107.0,4.2
Cc1cccc(NC(=O)c2cccc(C(=O)Nc3cccc(C)c3C)n2)c1C,8.2,2.4,-0.1,9.6,-2.2,6.5,2.3,-2.6,99.0,-1.9
O=C(N/N=C/c1cccc([N+](=O)[O-])c1)C(=O)N1CCCCCC1,0.6,-9.5,0.0,0.2,-9.9,5.0,0.8,nt,96.0,-1.6
Cc1ccc(O)c(N=Nc2ccc(S(=O)(=O)N3CCCC3)cc2)c1,-4.0,-7.9,2.0,-5.7,4.3,-1.3,2.0,-14.7,97.0,-1.0
CC(C)c1ccc(N(CC(=O)N2CCOCC2)S(C)(=O)=O)cc1,5.9,1.6,-1.5,6.0,-2.4,1.4,1.9,-14.3,100.0,-7.9
O=C1CCC(CCc2nc3ccccc3[nH]2)(c2ccccc2)C(=O)N1 (centres undefined),-1.6,-13.8,-0.1,11.0,5.3,-0.5,-0.9,-5.3,100.0,2.4
CN(C)CCCOc1cccc(Oc2ccccc2)c1,-8.0,1.1,-1.9,-1.1,0.9,2.8,-0.4,-3.2,102.0,-0.3
CC(=O)Nc1ccc(S(=O)(=O)N[C@@H](C)C(=O)Nc2ccc(N3CCOCC3)cc2)cc1,5.5,-17.4,2.8,-2.4,8.9,-11.6,1.2,nt,205.0,15.5

# Compound activity (PubChem)
